# IL-1B inflam inh: qHTS for Inhibitors of Inflammasome Signaling: IL-1-beta AlphaLISA Primary Screen. THP-1 LPS/ATP IL-1B secretion, AlphaLISA, 16 h; hits give low values. activity change, % at 57.5 µM. actives 4.7% (n = 360,000); in the data active = activity change below about -50%; inconclusive = mostly about -30% to -49%; also: % is scaled to controls: 0 for no effect and ±100 for the full control effect
#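 THP-1 cells pretreated 1 hr with compounds (up to 57.5 uM final), then stimulated with LPS (250 ng/mL final) plus ATP (1.25 mM final); secreted IL-1B measured by AlphaLISA after 16 hr, decreased signal indicating inhibition.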
# DRD3 agonist: qHTS of D3 Dopamine Receptor Agonist: qHTS; actives 0.58% (n = 410,000); max activation, %; D(3) dopamine receptor (Homo sapiens), P35462; AID 652048, 2013; D3R DiscoveRx beta-arrestin cells, luminescence, 90 min; in the data active = max activation above about 30%; also: 0% is about no effect; mostly tested at two doses, the higher about 12 µM
# Target sequence (P35462 whole entry, looked up): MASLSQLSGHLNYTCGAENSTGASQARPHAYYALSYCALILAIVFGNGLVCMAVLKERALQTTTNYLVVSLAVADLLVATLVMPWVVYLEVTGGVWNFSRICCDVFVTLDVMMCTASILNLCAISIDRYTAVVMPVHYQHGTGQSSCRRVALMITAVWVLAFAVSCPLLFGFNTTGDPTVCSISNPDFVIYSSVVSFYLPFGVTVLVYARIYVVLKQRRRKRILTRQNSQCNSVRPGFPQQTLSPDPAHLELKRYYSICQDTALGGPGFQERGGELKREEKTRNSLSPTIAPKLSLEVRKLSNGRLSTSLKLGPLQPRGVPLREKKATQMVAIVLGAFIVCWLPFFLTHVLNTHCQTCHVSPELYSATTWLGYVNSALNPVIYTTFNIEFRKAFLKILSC
#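 Cells at 1500/well, incubated overnight, then treated with pinned compounds (dopamine as control) for 90 min at 37 degrees C. DiscoveRx reagent added for 30 - 60 minutes at room temperature; luminescence read.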
# MCF10A rerep: A quantitative high throughput screen for small molecules that induce DNA re-replication in MCF 10a normal breast cells. actives 2.9% (n = 350,000). Potency, µM (series often up to 46.1 µM), without a hit: top-dose activity, positive = re-replication, most hits filed as activators. MCF 10A DNA re-replication, Hoechst nuclear intensity, 48 h; also: potency is read from the fitted curve at half-maximal effect; % of control where 0% means no effect; nearly all actives have a fitted effect of over 50% in size
# HEK293 tox: qHTS of GLP-1 Receptor Inverse Agonists: Cytotox Screen; actives 0.13% (n = 410,000); HEK293 cAMP-luciferase reporter cells, luminescence, 24 h; Potency, µM (doses to about 38.3 µM), inactives show top-dose activity change, negative = inhibition, most hits filed as inhibitors;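 also: loss of luciferase light is scored as toxicity; potency is read from the fitted curve at half-maximal effect; % is scaled to controls: 0 for no effect and ±100 for the full control effect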
#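 Step one: seed cells (200 cells/uL, DMEM with 10% Nu serum, 1% pen-strep). Step two: 12-hour incubation at 37 deg C. Step three: pin 23 nL compound, incubate 24 hr. Step four: add luciferase reagent, read luminescence 12 min later.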
# HT1080 IDH1KD tx: qHTS for induction of synthetic lethality in tumor cells producing 2HG: qHTS for the HT-1080-IDH1KD cell line; AID 686971, 2013; actives 2% (n = 360,000); Potency, µM (series often up to 46.1 µM), for inactives: at the highest dose activity, negative = toxicity, actives largely listed as cytotoxic; HT-1080 IDH1 knockdown viability, ATP luminescence, 48 h;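 also: potency is read from the fitted curve at half-maximal effect; 0% = DMSO wells and -100% = cell-free medium wells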
#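 Luminescent ATP read-out (CellTiter-Glo, 10 min at room temperature) after 48 h compound exposure at 37 °C gave viability of IDH1-knockdown HT-1080 cells. Activity was normalised to DMSO and cell-free wells, then fitted as concentration-response curves.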
# KB-3-1 tox: qHTS assay for MDR1-selective chemotherapeutics: Primary screen using the parental adenocarcinoma cell KB-3-1; KB-3-1 viability, CellTiter-Glo ATP luminescence, 72 h; Potency, µM (top dose mostly 46.1 µM), without a hit: top-dose activity change, negative = cytotoxic, usual class: cytotoxic; actives 1.4% (n = 400,000); AID 1347075, 2019; also: potency is read from the fitted curve at half-maximal effect; % is scaled to controls: 0 for no effect and ±100 for the full control effect; nearly all actives have a fitted effect of over 60% in size
#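 KB-3-1 cells, DMEM (no phenol red) + 10% FBS; compound by pin transfer, 72 h, 37 °C. Readout: CellTiter-Glo luminescence after 10 min. Data normalized, curve-fitted.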
# HT1080-NT tox: qHTS for induction of synthetic lethality in tumor cells producing 2HG: qHTS for the HT-1080-NT fibrosarcoma cell line | HT-1080-NT fibrosarcoma viability, CellTiter-Glo ATP luminescence, 48 h | Potency, µM (top dose mostly 46.1 µM), without a hit: at the highest dose activity, negative = less viability, actives largely listed as cytotoxic | actives 1.6% (n = 360,000) | AID 686970, 2013;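 also: NT is the 2HG producing partner of a matched IDH1 knockdown line; potency is read from the fitted curve at half-maximal effect; 0% = DMSO-treated cells and -100% = media-only wells without cells; nearly all actives have a fitted effect of over 55% in size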
#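 750 cells/well, RPMI + 5% FBS; 2 h settle, compound pin-transfer, 48 h at 37 degrees C. CellTiter-Glo 10 min RT, luminescence. Normalized to DMSO and media-only wells.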
# KB-V1 MDR tox: qHTS assay for MDR1-selective chemotherapeutics: Primary screen using the drug-selected MDR subline cells KB-V1; KB-V1 MDR cells viability, CellTiter-Glo, 72 h; Potency, µM (top dose mostly 46.1 µM), for inactives: at the top dose activity change, negative = cytotoxicity, actives largely listed as cytotoxic; actives 3.4% (n = 400,000); AID 1347076, 2019; also: potency is read from the fitted curve at half-maximal effect; % is scaled to controls: 0 for no effect and ±100 for the full control effect; nearly all actives have a fitted effect of over 60% in size
#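 Drug-selected KB-V1 cells, grown in DMEM lacking phenol red with 10% FBS, receive compound titrations; after three days at 37 degrees C, surviving cell ATP is quantified by CellTiter-Glo luminescence and responses normalized and curve-fitted.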
# SW480 rereplic: A quantitative high throughput screen for small molecules that induce DNA re-replication in SW480 colon adenocarcinoma cells. SW480 DNA re-replication, Hoechst DNA content imaging, 48 h. Potency, µM (titrated, usually from 46.1 µM), for the others: at the top dose re-replication activation, usual class: activators. actives 1.8% (n = 340,000). AID 624297, 2012; also: potency is read from the fitted curve at half-maximal effect; % of control where 0% means no effect; nearly all actives have a fitted effect of over 55% in size
#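 SW480 cells exposed to compounds for 48 hr at 37 C, 5% CO2, then Hoechst-stained 40 min. Nuclear DNA content imaged by fluorescence scanning (405 nm excitation, 500-530 nm emission); re-replication scored as increased high-intensity nuclei.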
# Numbers without * were called inactive; u = inconclusive; x = not tested or not shown; & = joins results of further samples. Unless noted, calls follow the shape of the dose curve; as a rule, active = well fitted curve in the direction sought with a large enough effect; inconclusive = small, poorly fitted or top-dose-only effect, or another doubt; inactive = no such curve, though single readings can be large; an effect the other way counts as inactive or inconclusive.
1. Cc1cccc(N2C(=O)CC(c3ccc(F)cc3)C3=C2COC3=O)c1 (stereo not given)
2. COc1ccc(S(=O)(=O)N2CCN(C3CCN(Cc4ccccc4)CC3)CC2)cc1
3. COC(=O)NN=C1CCC(c2ccccc2)CC1 (stereo not given)
4. C=CCN1C(=O)c2ccc(C(=O)N3CCN(S(=O)(=O)c4cc(C)ccc4C)CC3)cc2C1=O
5. CCCn1c(=O)c2ccccc2n2c(SCCOc3ccccc3F)nnc12
6. Cc1ccc(S(=O)(=O)N2CCN(C(=O)CSc3nc4ccccc4c(=O)[nH]3)CC2)cc1
Compound	1	2	3	4	5	6
DRD3 agonist	12.1&3.6	-14.3	2.5	-0.9	-1.0	-4.2
KB-V1 MDR tox	u	0.0%	3.2%	1.7%	-19.9%	11.0%
SW480 rereplic	2.2%	0.5%	-3.4%	-0.2%	-13.1%	13.5%
KB-3-1 tox	0.0%&9.2%	u	6.3%	-18.3%	7.7%	-1.6%
HT1080-NT tox	5.6%	-10.9%	16.3%	-0.3%	10.3%	-14.7%
HEK293 tox	-11.1%&4.7%	6.2%	7.6%	-1.6%	3.0%	5.8%
IL-1B inflam inh	-3.4	-16.2	14.9	0.3	-14.6	0.0
MCF10A rerep	4.3%	16.8%	-0.5%	-2.1%	21.7%	1.6%
HT1080 IDH1KD tx	13.6%	-10.7%	17.1%	0.7%	19.3%	-19.9%

7. C=CCNc1n[nH]c(=S)s1
8. CCOC(=O)C1=C(COC(=O)COc2ccccc2C(C)C)NC(=O)NC1C (stereo not given)
9. Nn1c(-c2ccccc2)nc2cc(Cl)ccc2c1=O
10. CC(C)C(=O)n1nc(-c2cccnc2)nc1NCc1ccc(F)cc1
11. Cc1ccc(S(=O)(=O)NCc2ccccc2C)cc1
12. CCOC(=O)c1ccccc1NS(=O)(=O)c1ccc(N2CCCCS2(=O)=O)cc1
Compound	7	8	9	10	11	12
DRD3 agonist	9.2	1.7	-4.3	-4.9	1.3	-14.6
KB-V1 MDR tox	4.4%	-14.3%	12.2%	16.5%	-15.4%	-11.8%
SW480 rereplic	x	-4.2%	-8.0%	-4.6%	0.0%	x
KB-3-1 tox	-1.8%	0.0%	14.0%	3.4%	0.3%	-2.3%
HT1080-NT tox	9.8%	-2.1%	-17.8%	0.5%	-3.9%	x
HEK293 tox	u	-21.3%	-6.7%	6.8%	1.0%	-4.9%
IL-1B inflam inh	-13.0	4.1	26.7	0.3	4.7	x
MCF10A rerep	x	0.0%	10.5%	2.3%	-5.7%	x
HT1080 IDH1KD tx	7.3%	-1.5%	-2.5%	5.6%	0.4%	x

# Exported bar-delimited: part of the list above
no. | SMILES | DRD3 agonist | KB-V1 MDR tox | SW480 rereplic | KB-3-1 tox | HT1080-NT tox | HEK293 tox | IL-1B inflam inh | MCF10A rerep | HT1080 IDH1KD tx
2 | COc1ccc(S(=O)(=O)N2CCN(C3CCN(Cc4ccccc4)CC3)CC2)cc1 | -14.3 | 0.0% | 0.5% | u | -10.9% | 6.2% | -16.2 | 16.8% | -10.7%
3 | COC(=O)NN=C1CCC(c2ccccc2)CC1 (stereo not given) | 2.5 | 3.2% | -3.4% | 6.3% | 16.3% | 7.6% | 14.9 | -0.5% | 17.1%
4 | C=CCN1C(=O)c2ccc(C(=O)N3CCN(S(=O)(=O)c4cc(C)ccc4C)CC3)cc2C1=O | -0.9 | 1.7% | -0.2% | -18.3% | -0.3% | -1.6% | 0.3 | -2.1% | 0.7%
5 | CCCn1c(=O)c2ccccc2n2c(SCCOc3ccccc3F)nnc12 | -1.0 | -19.9% | -13.1% | 7.7% | 10.3% | 3.0% | -14.6 | 21.7% | 19.3%
6 | Cc1ccc(S(=O)(=O)N2CCN(C(=O)CSc3nc4ccccc4c(=O)[nH]3)CC2)cc1 | -4.2 | 11.0% | 13.5% | -1.6% | -14.7% | 5.8% | 0.0 | 1.6% | -19.9%
7 | C=CCNc1n[nH]c(=S)s1 | 9.2 | 4.4% | x | -1.8% | 9.8% | u | -13.0 | x | 7.3%
8 | CCOC(=O)C1=C(COC(=O)COc2ccccc2C(C)C)NC(=O)NC1C (stereo not given) | 1.7 | -14.3% | -4.2% | 0.0% | -2.1% | -21.3% | 4.1 | 0.0% | -1.5%
9 | Nn1c(-c2ccccc2)nc2cc(Cl)ccc2c1=O | -4.3 | 12.2% | -8.0% | 14.0% | -17.8% | -6.7% | 26.7 | 10.5% | -2.5%
10 | CC(C)C(=O)n1nc(-c2cccnc2)nc1NCc1ccc(F)cc1 | -4.9 | 16.5% | -4.6% | 3.4% | 0.5% | 6.8% | 0.3 | 2.3% | 5.6%
11 | Cc1ccc(S(=O)(=O)NCc2ccccc2C)cc1 | 1.3 | -15.4% | 0.0% | 0.3% | -3.9% | 1.0% | 4.7 | -5.7% | 0.4%

# Next section
13. CCC1(c2ccccc2)NC(=O)N(CC(=O)Nc2cc(S(=O)(=O)N3CCCCC3)ccc2OC(C)C)C1=O (stereo not given)
14. COc1cccc(/C=C/C(=O)NNC(=O)c2ccccc2)c1OC
15. CC(=O)C1=C(C)Nc2ncnn2C1c1ccc(F)cc1 (stereo not given)
16. Cc1ccc(C2C3=C(CCCC3=O)Nc3nc(SCC(=O)NCc4ccco4)[nH]c(=O)c32)cc1 (stereo not given)
17. COCC(=O)N(C)C[C@H]1Oc2ncc(C#C[C@H](C)O)cc2C(=O)N([C@@H](C)CO)C[C@H]1C
18. CC(C(=O)NCc1ccccc1Cl)N1C(=O)c2ccccc2C1=O (stereo not given)
19. CCOC(=O)c1c(NC(=O)c2cccnc2Cl)sc(C(=O)N(C)C)c1C
20. Cc1ccc2nc(COC(=O)CNC(=O)c3ccccc3)cn2c1
21. CNS(=O)(=O)c1ccc(C(C)(C)C)cc1
Compound	13	14	15	16	17	18	19	20	21
DRD3 agonist	-1.5	0.1	2.8	3.2	-8.5	-4.8	8.0	1.4	0.3
KB-V1 MDR tox	-6.9%	-1.3%	5.9%	-2.7%	19.1%	1.0%	-6.0%	4.2%	-9.6%
SW480 rereplic	u	-5.8%	-1.3%	2.0%	x	-5.6%	-0.4%	-6.4%	-4.4%
KB-3-1 tox	-12.9%	16.6%	-1.5%	4.8%	-23.1%	u	3.6%	20.7%	-5.2%
HT1080-NT tox	-16.5%	5.7%	-12.3%	8.7%	-2.6%	12.6%	4.5%	3.4%	6.2%
HEK293 tox	-17.0%	-11.9%	-7.7%	-2.9%	-4.1%	-10.4%	10.1%	10.8%	1.9%
IL-1B inflam inh	u	19.7	-0.8	32.2	-15.0	28.4	u	12.4	6.1
MCF10A rerep	-0.8%	-0.4%	-0.7%	-3.9%	x	4.5%	4.8%	3.6%	-9.9%
HT1080 IDH1KD tx	-11.2%	3.1%	-1.1%	8.1%	-5.9%	15.5%	15.9%	u	11.7%

# Assay outcomes deposited in PubChem by National Center for Advancing Translational Sciences (NCATS).

# The order is random. About 11% of those tested had a hit in this group.
